TRPN1 ag: zebrafish TRPN1 (NompC) channel agonism; HEK293 zebrafish TRPN1-YFP, Fluo-8 calcium fluorescence; 100% = response to 87 µM carbachol; activation, % at 3 µM; hit rate 0.18% among 220,000;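 active = activation above its plate's cutoff, the mean activation of test wells on that plate plus 3 SD, cut at about 19% in these data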;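 note: 0% = DMSO alone and 100% = 87 µM carbachol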
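Material: zebrafish TRPN1-YFP in HEK293 cells; Doses: single test compound dose, 3 µM nominal, 0.3% DMSO; Timing: dye loading 1 h at 37 °C, then 30 min room temperature; Technique: intracellular calcium fluorescence with Fluo-8; Benchmarks: high carbachol 87 µM, low DMSO alone.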
EP2 antag: blocks the human prostaglandin E2 receptor EP2; P43116; C6 glioma cells expressing human EP2, cAMP TR-FRET; cells stimulated with saturating PGE2; inhibition, % at 25 µM; hit rate 0.52% among 260,000; AID 1422;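 active = percent inhibition above 40 after rounding to a whole number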;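 note: rat C6 glioma host cells with rolipram phosphodiesterase inhibitor present; the protocol text gives 20 µM as final concentration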
Target sequence (P43116 whole entry, looked up): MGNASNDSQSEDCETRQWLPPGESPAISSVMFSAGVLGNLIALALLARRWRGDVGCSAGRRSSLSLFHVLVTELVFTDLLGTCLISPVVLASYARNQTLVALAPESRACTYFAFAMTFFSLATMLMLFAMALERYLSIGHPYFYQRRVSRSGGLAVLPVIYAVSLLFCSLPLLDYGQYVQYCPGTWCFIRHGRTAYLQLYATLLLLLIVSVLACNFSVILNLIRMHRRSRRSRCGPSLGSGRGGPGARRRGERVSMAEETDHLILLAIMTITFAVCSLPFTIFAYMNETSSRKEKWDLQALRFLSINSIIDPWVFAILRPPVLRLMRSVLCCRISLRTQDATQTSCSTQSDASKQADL
NPY-Y1 PAM-ag: potentiates or activates human NPY-Y1 receptor. P25929. NPY-Y1 expressing cells, potentiator/agonist activation. activation, % at 3.6 µM. hit rate 0.37% among 220,000. AID 1304; in the data active = activation above about 33%, passing the limit was not always enough;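 note: cells stimulated with NPY at EC10 then isoproterenol at EC100; 0% = low agonist plus stimulus and 100% = saturating agonist plus stimulus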
Target sequence (P25929 whole entry, looked up): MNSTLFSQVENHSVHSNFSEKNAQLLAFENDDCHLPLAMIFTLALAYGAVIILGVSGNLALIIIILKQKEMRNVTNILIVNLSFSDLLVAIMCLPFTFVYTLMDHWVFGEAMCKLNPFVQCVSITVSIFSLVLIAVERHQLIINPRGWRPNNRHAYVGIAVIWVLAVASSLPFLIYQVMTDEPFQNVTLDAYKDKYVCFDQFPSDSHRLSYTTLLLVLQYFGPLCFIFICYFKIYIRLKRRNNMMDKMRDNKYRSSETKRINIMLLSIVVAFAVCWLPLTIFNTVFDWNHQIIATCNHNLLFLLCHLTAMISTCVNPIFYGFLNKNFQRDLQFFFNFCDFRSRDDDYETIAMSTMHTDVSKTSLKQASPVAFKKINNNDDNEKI
TRPML3 ag: human mucolipin-3 channel agonism. Q8TDD5. HEK293 TRPML3-YFP, Fluo-8 calcium fluorescence; 100% = the carbachol control signal. activation, % at 3 µM. hit rate 0.29% among 220,000. AID 1448;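 active = activation above its plate's cutoff, the mean activation of the plate's test wells plus 3 SD, cut at about 12% in these data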;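 note: 0% = DMSO only wells and 100% = carbachol wells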
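Material: HEK293 cells stably carrying human TRPML3-YFP; compound dosing: single dose, 3 µM final nominal compound, 0.3% DMSO final; incubation: 1-h 37 °C dye load, 5-s basal, 120-s post-compound reads; technique: Fluo-8 intracellular calcium fluorescence, excitation 470-495 nm, emission 515-575 nm; read-out basis: percent activation from peak-to-basal fluorescence ratio, scaled between DMSO and carbachol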
CHOP inhibitor: CHOP inhibition in unfolded protein response | CHO-K1 CHOP-promoter luciferase, tunicamycin-induced, 15-18 h | hit rate 3.8% among 220,000 | inhibition, % at 10 µM;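 active = compounds that reduced the stress-induced luciferase reporter signal by more than about 70% of percent inhibition, limit read from the data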;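 note: 0% = tunicamycin plus vehicle and 100% = wells without tunicamycin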
14-3-3 Bad PPI: disrupts binding of bovine 14-3-3 zeta to phospho-Bad peptide; P63103; TR-FRET 14-3-3zeta/Dy647-pBad peptide displacement, 1 h; inhibition, % at 21.7 µM; hit rate 0.71% among 220,000;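 active = inhibition above about 70%, limit read from the data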;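 note: 0% = full 14-3-3 plus peptide FRET controls and 100% = background without 14-3-3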
Target sequence (P63103 whole entry, looked up): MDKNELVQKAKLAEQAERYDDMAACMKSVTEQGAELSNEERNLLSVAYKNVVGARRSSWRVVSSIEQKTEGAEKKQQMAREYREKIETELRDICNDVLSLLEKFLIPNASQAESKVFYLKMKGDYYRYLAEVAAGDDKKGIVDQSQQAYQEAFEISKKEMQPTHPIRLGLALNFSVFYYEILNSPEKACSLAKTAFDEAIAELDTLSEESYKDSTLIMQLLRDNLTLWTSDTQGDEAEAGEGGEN
PPC-1+TRAIL kill: compounds killing PPC-1 cancer cells with TRAIL present (potentiator screen, no TRAIL-free arm). PPC-1 cells + TRAIL, ATPLite viability luminescence. cell killing (% activity), % at 4 µM. hit rate 0.41% among 220,000. AID 1443;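 active = cell killing above 50% in the first pass at 4 µM, then a duplicate retest at 5 µM averaging 50% or more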;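 note: plate controls were cells with TRAIL plus DMSO for no effect and medium-only wells lacking cells for full effect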
NPY Y1 blocker: antagonists of human neuropeptide Y receptor Y1 | P25929 | HEK293-CNG Y1 cells, membrane potential fluorescence; NPY at EC95, then isoproterenol | inhibition, % at 3.6 µM | hit rate 1% among 200,000 | AID 1040;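 active = inhibition above the campaign mean inhibition of all tested compounds plus 3 SD, cut at about 20% in these data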;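 note: 0% = DMSO wells given NPY plus isoproterenol and 100% = isoproterenol alone without NPY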
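Material: HEK293 cells co-expressing NPY Y1 receptor and cyclic-nucleotide gated channel. Timing: compound incubation 1 h at room temperature, readout 45 min post-stimulation. Signal: fluorescence, membrane potential probe.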
EP2 modulator: modulates human prostaglandin E2 receptor EP2 signaling; AID 940; induction, % at 25 µM; P43116; EP2-expressing cells, cAMP HTRF FRET, PGE2 co-stimulation; hit rate 0.83% among 260,000;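 active = compounds whose cAMP rise, as percent of the full-agonist control response, exceeds 60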;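 note: rat C6 glioma line stably carrying human EP2 under a CMV promoter; the protocol text gives 20 µM as final concentration; 100% = response of wells given 1 µM PGE2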
Starred values were filed as active, the others as inactive; · = not tested or not shown; & = joins results of further samples; [ ] = dose if it differs, or a comment. Not all compounds are listed, so the mix of outcomes need not match the whole.

SMILES | TRPN1 ag | EP2 antag | NPY-Y1 PAM-ag | TRPML3 ag | CHOP inhibitor | 14-3-3 Bad PPI | PPC-1+TRAIL kill | NPY Y1 blocker | EP2 modulator
Cc1ccc(NC(=O)COC(=O)c2ccc3c(c2)C(=O)N(CCc2ccccc2)C3=O)c(C)c1 | 1.1 | 7 | 8 | 0.7 | 78* | -4 | 21 | 6 | 36
CCOC(=O)c1nn(-c2ccccc2)c(=O)c(C#N)c1C | 0.2 | 12 | -1 | 0.7 | -4 | 5 | -7 | 7 | -5
CCN(CC(=O)NCCc1ccccc1)S(=O)(=O)c1ccccc1 | 0.8 | 6 | -3 | -0.2 | 7 | 4 | -6 | 0 | -30
Cn1c(C(=O)N2CCc3ccccc3C2)cc2oc3ccccc3c21 | 0.5 | 24 | -13 | 0.7 | 24 | 13 | 5 | 7 | 5
Cc1ccc(-c2csc(NC(=O)CSc3nc4ccccc4c(=O)n3CCCN(C)C)n2)cc1 | -0.8 | 4 | -50 | 0.6 | 43 | 68 | -30 | 18 | -61
CCOC(=O)/C=c1\s/c(=C\c2ccc(C(=O)OC)cc2)c(=O)n1CC(=O)Nc1ccccc1 | 1.9 | 8 | 12 | 0.6 | -8 | 3 | 26 | -2 | 3
O=C(NC(Nc1ncccn1)C(=O)c1ccccc1)c1ccccc1 (centres undefined) | 0.8 | 9 | -7 | -0.2 | 36 | 11[fluorescence artefact?] | -6 | 1 | 10
COc1ccc(/C=C(/NC(=O)c2ccc([N+](=O)[O-])cc2)C(=O)NC(C)(C)C)cc1 | 2.5 | 7 | 2 | 1.2 | -6 | 12 | -6 | 1 | 20
Cc1ccc(C)c(OCCCC(C)(C)C(=O)O)c1 | 0.4 | 17&8 | -46 | 2.4 | 12 | 5 | 22 | 11 | 39&11
CCn1c2c(c(=N)c3c1CCC3)CCC2 | -0.6 | 5 | 4 | 1.1 | 10 | -4 | 12 | -2 | 2
Cc1[nH]n(CCC#N)c(=O)c1CC(=O)N1CCN(c2ccccc2)CC1 | 0.9 | 10 | -2 | -0.1 | 2 | 8 | 9 | -3 | 1
Cc1ccc(NCc2nnc(SCC(=O)Nc3nnc(C)s3)n2C)cc1 | -1.5 | 5 | 15 | -0.2 | -10 | -10 | 33 | 4 | 3
CSc1nc(C(=O)N2CCCC(C(=O)c3ccc(Cl)cc3)C2)cs1 (centres undefined) | 0.1 | 7 | -19 | 1.0 | -30 | -10 | -10 | 10 | -16
CCOC(=O)c1c(NC(=O)c2ccc(Br)o2)sc2c1CCCC2 | 1.9 | 4 | 16 | 0.5 | 23 | 16 | 14 | 2 | 37
COc1ccc(/C=C2/C(=O)N(Cc3ccccc3)N=C2C)cc1 | 0.6 | 3 | 10 | 1.2 | 20 | -11[fluorescence artefact?] | 25 | -3 | -9
Cc1cc(C)nc(N/N=C/c2ccc(Cl)cc2)n1 | -1.0 | 1 | -3 | -0.3 | -2 | 3 | 2 | · | -16
O=C(CN1C(=O)C2CC=CCC2C1=O)Nc1nnc(SCc2ccc(F)cc2)s1 (centres undefined) | 0.7 | 7 | -1 | 0.3 | 54 | -1 | 10 | 14 | -8
N#Cc1cc(C(=O)c2cc(Br)ccc2O)cn(Cc2ccccc2)c1=O | -0.6 | 13 | 11 | 0.4 | 57 | -15 | 9 | -7 | -65
COCCN(CCOC)c1nc(N)c2c(N)nc3c(c2c1C#N)CC(=O)N3Cc1ccc(Cl)cc1 | 3.9 | 7 | -9 | 0.9 | -4 | -9 | 10 | -1 | -9
CCCN1C(=O)/C(=C/c2ccc(OCC(=O)OCC)cc2)NC1=S | 11 | 23 | 78* | 2.0 | 3 | 18 | · | -7 | 0

Full records as entered above. Order of screens: TRPN1 ag	EP2 antag	NPY-Y1 PAM-ag	TRPML3 ag	CHOP inhibitor	14-3-3 Bad PPI	PPC-1+TRAIL kill	NPY Y1 blocker	EP2 modulator
Cc1ccc(NCc2nnc(SCC(=O)Nc3nnc(C)s3)n2C)cc1 is entered as -1.5	5	15	-0.2	-10	-10	33	4	3
Cc1cc(C)nc(N/N=C/c2ccc(Cl)cc2)n1 is entered as -1.0	1	-3	-0.3	-2	3	2	·	-16

Going on with the list.
SMILES | TRPN1 ag | EP2 antag | NPY-Y1 PAM-ag | TRPML3 ag | CHOP inhibitor | 14-3-3 Bad PPI | PPC-1+TRAIL kill | NPY Y1 blocker | EP2 modulator
CNC(=O)C(NC(=O)c1ccccc1)=C(C)C | 1.6 | 7 | 17 | 1.4 | 1 | 6 | 17 | · | 37
c1ccc2c(c1)ccc1nnc(SCc3ccc4c(c3)OCO4)n12 | -2.2 | 7 | -2 | -0.7 | 1 | 10[fluorescence artefact?] | 8 | 4 | -4
CCOC(=O)C1CCN(Cc2cnc(Oc3ccc(Cl)cc3C)s2)CC1 | -1.0 | 6 | -9 | 0.8 | 39 | -5 | 12 | 4 | -12
CCCSc1nc(N)nc(-c2cccs2)c1C#N | -0.1 | 18 | -19 | 0.4 | 48 | 1 | 12 | 4 | -7
Cc1ccc2oc(NC(=O)N3CCOCC3)cc(=O)c2c1 | 1.2 | 3 | -12 | 0.3 | -14 | -13 | -2 | 1 | 21
O=C(Nc1c(C(=O)O)[nH]c2ccccc12)c1cccc(C(F)(F)F)c1 | 0.2 | 10 | -12 | -0.2 | 8 | 1 | 16 | · | -7
CCN(CC)CCCNc1cc2n(c(=O)n1)CCc1cc(OC)c(OC)cc1-2 | 0.1 | 16 | 8 | 0.9 | 9 | -7 | 2 | -1 | 11
CC(=O)Oc1c(S(=O)(=O)c2ccccc2)c(C)nn1C(C)(C)C | 0.9 | 6 | -20 | 1.1 | 28 | 9 | 9 | -2 | 47
CCNC(=O)c1c(C)nc2ccccn12 | -0.3 | -1 | -9 | 0.6 | 9 | 15[fluorescence artefact?] | 3 | 1 | 0
COC1C=CC(CNC(=O)c2cc3c(=O)n4cccc(C)c4nc3n2C)(OC)O1 (centres undefined) | 2.0 | 6 | 7 | 1.2 | -19 | 4 | 19 | -1 | 1
COc1cc(S(=O)(=O)NCc2ccc3c(c2)OCO3)ccc1Cl | 0.6 | 13 | -10 | -0.1 | 21 | 5 | -15 | 8 | 15
CC(C)(C)n1ncc2c(=O)n(CC(=O)Nc3ccc4c(c3)OCO4)cnc21 | 0.2 | 1 | 2 | 1.1 | -4 | 2 | 13 | 11 | -8
Cn1cnnc1SCC(=O)NCCc1ccccc1 | 1.2 | 7 | -2 | 0.4 | 9 | -4 | -23 | 4 | 22
CC(C)CC(=O)Nc1ccc(C(=O)Cn2nc(C(=O)O)c3ccccc3c2=O)cc1 | 0.3 | 13 | 11 | 0.5 | -6 | -2[fluorescence artefact?] | -1 | -2 | -11
Cn1c(N)c(C(=O)COC(=O)CSc2ccccc2)c(=O)n(C)c1=O | 1.7 | 4 | -25 | 1.0 | 7 | -4 | 14 | 1 | 9
COc1cc(O)c(C(CCN2CCCC(C)C2)c2ccc(N(C)C)cc2)c(OC)c1 (centres undefined) | · | 19 | · | · | 6 | 5 | -3 | · | -13
Cc1ccc(-n2ncc(C#N)c2/N=C/N2CCCCCC2)cc1 | -1.7 | · | -22 | 0.1 | 31 | 11 | -15 | 5 | 39
Cc1noc(C)c1COc1ccc(C(=O)OC(C)C(=O)Nc2ccc(N3CCOCC3)cc2)cc1 (centres undefined) | -0.3 | 8 | 7 | 0.4 | -6 | -7 | 14 | 4 | 8
COc1cc(-c2nc(-c3cccc(C(F)(F)F)c3)no2)cc(OC)c1OC | 1.9 | 7 | -6 | 0.8 | 15 | -4 | 18 | -2 | 72*
O=C(OC1CCOC1=O)c1cccc(S(=O)(=O)N2CCc3ccccc3C2)c1 (centres undefined) | 3.4 | 4 | 2 | 1.7 | -8 | -6 | 16 | -1 | 3
N#Cc1ccccc1NC(=O)c1ccccc1OCC(=O)NCc1ccco1 | -0.2 | 3 | -15 | -0.2 | 59 | 0[fluorescence artefact?] | 17 | 1 | 0
Cc1ccc(-c2nnn(CC(=O)N(CC(=O)NC3CCCC3)c3cnc4ccccc4c3)n2)o1 | -0.2 | 6 | -14 | 0.6 | 1 | 5 | 38 | 0 | -6
CCN1CCN(c2nc(Nc3cccc(C)c3)nc(N)c2[N+](=O)[O-])CC1 | 0.2 | 5 | 1 | 0.5 | 17 | 1[fluorescence artefact?] | 20 | -1 | -11
C/C(=C(\C#N)C(=O)NCCCN1CCOCC1)N(C)C | 1.4 | -3 | -5 | 1.4 | 28 | -1[fluorescence artefact?] | 25 | -2 | 2
COc1ccc(NC(=O)c2cn3c(nc4ccccc43)c(C#N)c2C)cc1 | 0.6 | 6 | -19 | 0.5 | 3 | -4 | 6 | · | 14
COCCSc1nnc(NC(=O)C(C)(C)C)s1 | 0.5 | 10&9 | 1 | 0.1 | -9 | 0 | 35 | 5 | -16&20
CCOc1ccc(N=C2SC(C(=O)Nc3ccccc3C#N)C(N)=C2C(=O)Nc2ccc(Cl)cc2)cc1 (centres undefined) | 0.4 | 8 | 22 | 1.0 | 76* | -23 | 19 | -4 | 1
COc1ccc(CCN=CC2=C(O)CC(C)(C)CC2=O)cc1 | 0.6 | 2 | -6 | -0.1 | 6 | -9 | 12 | 3 | 8
CC1CN(CC(=O)N2CCc3[nH]c4ccccc4c3C2)CC(C)O1 (centres undefined) | 3.5 | 7 | 4 | 1.3 | 7 | · | -9 | 7 | -6
Cc1cc(NC(=O)CSc2nc3ccsc3c(=O)n2CCCC(=O)NCCc2ccccc2)no1 | -1.9 | 7 | -28 | -0.4 | 20 | 12 | 5 | 3 | -17
O=C(Oc1ccc(-c2nnco2)cc1)N(c1ccccc1)c1ccccc1 | -3.0 | 12 | 19 | -1.0 | 21 | 8 | -6 | -9 | 29
Cc1ccc(-c2cc(NC(=O)CCl)n(-c3ccccc3)n2)cc1 | 0.2 | · | 13 | 0.1 | · | 5 | 36 | 4 | 4
CC(=O)N1c2ccccc2Oc2cc3ccccc3cc21 | -2.5 | 7 | -8 | -0.1 | 40 | -18 | 1 | 1 | -6
COCCCN(C(=S)Nc1cc(Cl)cc(Cl)c1)C(C)c1ccccn1 (centres undefined) | 0.7 | 5 | 0 | 0.6 | 27 | -7 | 8 | · | 11
Cc1nc(-c2ccccc2)cc(=O)[nH]1 | 0.1 | 9 | -7 | 0.2 | -3 | 0 | 13 | -1 | 12
Cc1cccc(NCCNc2cccc(C)c2)c1 | -0.9 | 7 | -14 | 0.2 | 65 | -13 | -1 | -1 | -28
Cc1cc(C)cc(NC(=S)NCc2cccn2C)c1 | 0.4 | 6 | 5 | -0.3 | 7 | -8 | -9 | -1 | -25
CS(=O)(=O)c1cccc(C(=O)Oc2ccccc2)c1 | -0.1 | 5 | 31 | 0.6 | 24 | 1 | 14 | 3 | -27

Source: PubChem BioAssay (several laboratories)
